# JMJD2A Tudor = qHTS Assay for Inhibitors of JMJD2A-Tudor Domain; Lysine-specific demethylase 4A (Homo sapiens), O75164; actives 4.4% (n = 390,000); AlphaScreen JMJD2A-Tudor / H3K4me3 peptide binding; Potency, µM (highest dose often 114 µM), without a hit: at the top dose activity change, negative = inhibition, most hits filed as inhibitors; also: % is scaled to controls: 0 for no effect and ±100 for the full control effect; nearly all actives have a fitted effect of over 50% in size
# POLK inh = qHTS for Inhibitors of Polymerase Kappa. DNA polymerase kappa (Homo sapiens), Q9UBT6. purified Pol kappa, fluorescent DNA synthesis assay, 10 min. Potency, µM (top dose mostly 107 µM), inactives show top-dose activity, negative = inhibition, hits mostly inhibitors. actives 0.53% (n = 400,000); also: % is scaled to controls: 0 for no effect and ±100 for the full control effect
#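 50 nM final substrate added after 15 min RT preincubation of 10 nM Pol kappa with compound; fluorescence read at 0 and 10 min.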
# G9a block = qHTS Assay for Inhibitors of Histone Lysine Methyltransferase G9a. Histone-lysine N-methyltransferase EHMT2 (Homo sapiens), Q96KQ7. G9a H3K9 monomethylation, AlphaScreen, 2 h. Potency, µM (doses to about 102 µM), for inactives: at the top dose activity, negative = inhibition, most hits filed as inhibitors. AID 504332, 2011. actives 8.8% (n = 350,000); also: % is scaled to controls: 0 for no effect and ±100 for the full control effect; nearly all actives have a fitted effect of over 75% in size
# Target sequence (Q96KQ7 913-1193 limits assumed): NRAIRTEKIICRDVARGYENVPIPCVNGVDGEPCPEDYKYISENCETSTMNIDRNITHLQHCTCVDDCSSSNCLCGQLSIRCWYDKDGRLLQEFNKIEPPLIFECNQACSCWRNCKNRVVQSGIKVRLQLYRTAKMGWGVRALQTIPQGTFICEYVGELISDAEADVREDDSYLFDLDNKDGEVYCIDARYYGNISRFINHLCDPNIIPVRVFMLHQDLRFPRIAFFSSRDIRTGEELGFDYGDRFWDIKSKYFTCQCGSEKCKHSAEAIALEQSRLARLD
#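 AlphaScreen read-out: biotin-H3K9 peptide (500 nM) methylation by 20 nM enzyme with 20 uM SAM, 2 h at room temperature after 15 min compound preincubation; anti-monomethyl H3K9 antibody plus donor/acceptor beads, 10 min dark.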
# BAZ2B block = qHTS Assay for Inhibitors of BAZ2B | Bromodomain adjacent to zinc finger domain protein 2B (Homo sapiens), Q9UIF8 | AlphaScreen BAZ2B-H3K14Ac peptide displacement | Potency, µM (doses to about 114 µM), for inactives: top-dose activity change, negative = inhibition, actives largely listed as inhibitors | actives 4.4% (n = 360,000); also: % is scaled to controls: 0 for no effect and ±100 for the full control effect; nearly all actives have a fitted effect of over 60% in size
#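 Protein-peptide AlphaScreen: BAZ2B 50 nM, b-H3K14Ac 50 nM, 1x PBS pH 7.4 + 0.01% Tween-20. Preincubation 30 min RT; cpd 30 min RT (top 110 uM); beads 20 min RT, light-protected.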
# Pol beta inh = qHTS Assay for Inhibitors of DNA Polymerase Beta; Potency, µM (titrated, usually from 114 µM), without a hit: at the top dose activity change, negative = inhibition, hits mostly inhibitors; AID 485314, 2010; P06746; actives 1.3% (n = 340,000); Pol beta primer extension/strand displacement, fluorescence kinetic; also: % is scaled to controls: 0 for no effect and ±100 for the full control effect
#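 Kinetic readout of DNA synthesis with strand displacement by Pol beta. Compound and 10 nM enzyme sit 15 min at room temperature; 50 nM substrate starts the reaction, read immediately and at 10 min.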
# APE1 inh = qHTS Assay for Inhibitors of the Human Apurinic/apyrimidinic Endonuclease 1 (APE1). AID 2517, 2012. actives 0.35% (n = 350,000). recombinant APE1, TAMRA/BHQ-2 abasic DNA cleavage fluorescence. DNA repair nuclease/redox regulator APEX1 (Homo sapiens), P27695. Potency, µM (highest dose often 65.8 µM), inactives show at the highest dose activity change, negative = inhibition, actives largely listed as inhibitors;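 also: plate controls were vehicle for no effect and reference inhibitor for full effect; nearly all actives have a fitted effect of over 55% in size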
#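 APE1 at 0.75 nM final was preincubated with compound 15 min at room temperature, then 50 nM double-stranded THF abasic-site substrate (5'-TAMRA/3'-BHQ-2) was added. Fluorescence (ex 525/em 598 nm) was read kinetically; third-minus-first read gave activity.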
# POLH inh = qHTS for Inhibitors of Polymerase Eta | actives 1.2% (n = 390,000) | AID 588591, 2011 | DNA polymerase eta (Homo sapiens), Q9Y253 | recombinant Pol eta, fluorescent DNA replication assay | Potency, µM (doses to about 114 µM), without a hit: top-dose activity change, negative = inhibition, usual class: inhibitors; also: % is scaled to controls: 0 for no effect and ±100 for the full control effect
#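 Pol eta at 10 nM preincubated with compounds 15 min at room temperature; reaction started with fluorescent substrate (50 nM final) and read kinetically at 0 and 10 min.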
# BLM helicase inh = qHTS Assay for Inhibitors of Bloom's syndrome helicase (BLM); RecQ-like DNA helicase BLM (Homo sapiens), P54132; actives 0.2% (n = 350,000); recombinant BLM DNA unwinding, fluorescence dequenching; Potency, µM (titrated, usually from 56.1 µM), without a hit: at the top dose activity change, negative = inhibition, most hits filed as inhibitors;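 also: plate controls were vehicle for no effect and no enzyme for full effect; nearly all actives have a fitted effect of over 35% in size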
# POLI inh = qHTS for Inhibitors of Polymerase Iota | DNA polymerase iota (Homo sapiens), Q9UNA4 | Pol iota fluorescent replication assay, 10 min | Potency, µM (top dose mostly 115 µM), for the others: top-dose activity, negative = inhibition, usual class: inhibitors | actives 1% (n = 390,000)
# Target sequence (Q9UNA4 whole entry, looked up): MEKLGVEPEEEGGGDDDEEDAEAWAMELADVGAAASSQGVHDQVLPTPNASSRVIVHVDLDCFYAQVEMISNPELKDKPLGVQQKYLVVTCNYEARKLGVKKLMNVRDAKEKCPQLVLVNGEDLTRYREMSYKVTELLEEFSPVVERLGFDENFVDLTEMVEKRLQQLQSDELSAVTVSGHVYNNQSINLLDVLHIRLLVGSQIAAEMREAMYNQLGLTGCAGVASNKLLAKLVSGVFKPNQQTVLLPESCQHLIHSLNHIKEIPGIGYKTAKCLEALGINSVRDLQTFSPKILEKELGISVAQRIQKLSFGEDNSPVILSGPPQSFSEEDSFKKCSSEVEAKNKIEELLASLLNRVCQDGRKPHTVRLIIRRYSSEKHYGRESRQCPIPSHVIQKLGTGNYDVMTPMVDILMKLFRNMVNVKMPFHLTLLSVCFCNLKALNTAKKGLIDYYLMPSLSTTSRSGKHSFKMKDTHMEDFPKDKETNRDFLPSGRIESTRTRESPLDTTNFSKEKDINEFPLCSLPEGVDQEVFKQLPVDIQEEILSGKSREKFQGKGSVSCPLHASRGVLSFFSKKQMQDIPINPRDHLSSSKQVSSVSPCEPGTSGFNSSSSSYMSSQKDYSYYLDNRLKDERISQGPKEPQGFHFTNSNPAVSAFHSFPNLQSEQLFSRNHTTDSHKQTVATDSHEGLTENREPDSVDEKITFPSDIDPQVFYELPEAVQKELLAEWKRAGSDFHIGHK
#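 Fluorescent replication assay read twice, at 0 min and 10 min after adding 50 nM (final) substrate. Enzyme (10 nM) and compounds were first incubated 15 min at room temperature; enzyme-free buffer wells were negative controls.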
# Active calls of the source: *; u = inconclusive; x = no result given; & = joins results of further samples; [ ] = remark or other dose. Calls follow the shape of the dose curve; as a rule, active = well fitted curve in the direction sought with a large enough effect; inconclusive = small, poorly fitted or top-dose-only effect, or another doubt; inactive = no such curve, though single readings can be large; an effect the other way counts as inactive or inconclusive. Potency is read from the fitted curve at half-maximal effect. The list is partial, so the mix of outcomes need not match the whole.
SMILES,JMJD2A Tudor,POLK inh,G9a block,BAZ2B block,Pol beta inh,APE1 inh,POLH inh,BLM helicase inh,POLI inh
COc1ccccc1CN(C(=O)CNC(=O)c1ccco1)C(C(=O)NCC1CCCO1)c1ccc(OC)c(OC)c1 (configuration not stated),-8%,2%,9%,-7%,44%,14%,-13%,-2%,0%
Cc1cc(C)c2oc(C(=O)Nc3nc4ccc(Cl)cc4s3)cc(=O)c2c1,-13%,7%,-1%[59 µM],-1%,25%,x,2%,-6%,-5%
CC(=O)c1nnn(-c2c(F)cccc2F)c1C,-3%,1%,4%,0%,2%,-2%,3%,-4%,4%
O=C(CCN1C(=O)C2C3C=CC(C3)C2C1=O)Nc1ccc(F)cc1 (configuration not stated),0%,-13%,-26%,-4%,1%,-7%,-7%,0%,4%
O=C(CSCc1ccc(Cl)cc1)Nc1ccc(O)cc1C(=O)O,-12%,-14%,x,6%,51%,2%,-2%,2%,115%[activator]
COC(=O)c1ccccc1NC(=O)c1cc[n+](C)cc1,-12%,4%,x,x,x,x,-12%,x,39%[activator]
CC(=O)c1cccc(NC(=O)c2cccc(S(=O)(=O)N3CCOCC3)c2)c1,-1%,-8%,45%[activator],6%,39%,-10%,-23%,3%,117%[activator]
COc1cc([C@@H]2CC=C(C(=O)O)[C@H](c3ccccc3F)N2S(=O)(=O)c2ccc(C)cc2)cc(OC)c1OC,-3%,0%,-11%[2.33 µM],4%,x,-8%,-15%,x,-13%
CC(=O)NC(C)C12CC3CC(CC(CC(=O)O)(C3)C1)C2 (configuration not stated),-4%,-3%,24%[12.7 µM],31%[activator],11%,-2%,-9%,2%,13%
CCN1C(=NCC2CC2)N[C@@H](c2ccccc2)C(C(=O)OC)=C1C,u,8%,-13%[12.7 µM],-4%,9%,16%&-10%,-7%,1%,-20%
CC(C)=CC(=O)NCCc1ccccc1,-9%,-13%,15%[59 µM],5%,25%,5%,-4%,5%,-18%[58.9 µM]
COc1ccc(S(=O)(=O)N2CCC(c3cc(-c4cccc5ccccc45)n[nH]3)CC2)cc1,-26%,1%,x,-6%,7%,13%,-9%,-10%,7%
CCOC(=O)c1sc(C)c2c1NC(C)(c1cccs1)NC2=O (configuration not stated),-18%,-20%,-13%[59 µM],10%,-23%,4%,-2%,-3%,-16%[58.9 µM]
COc1ccccc1NS(=O)(=O)c1ccccc1C#N,2%,0%,10%[59 µM],10%,-23%,-2%,-10%,-1%,-2%
COc1cccc(C(=O)N2CCCC(Nc3ccc(C)c(C)c3)C2)c1 (configuration not stated),u,-12%,22µM*,u,7%,7%,-20%,-2%,51%[activator]
N#CC1=C(N)OC2=C(C(=O)CCC2)C1c1ccccc1 (configuration not stated),-19%,-12%,9%[59 µM],x,-8%,0%,-8%,-1%,u
COc1cccc(-n2c(=O)c3c4c(sc3n(Cc3ccccc3C#N)c2=O)CCCC4)c1,3%,5%,-1%[59 µM],1%,u,x,-10%,-4%,25%
CCN(CC)C(=O)CSc1nnc2nnc3cc(C)ccc3n12,-22%,-2%,x,-9%,5%,13%,-2%,-3%,30%
CCN(NC(=O)C(O)(c1ccccc1)c1ccccc1)C(=O)c1ccccc1,-1%,-5%,13%[59 µM],-4%,-18%,0%,-7%,-9%,9%
C#CCOCCOCCOCCNc1nc(N2CCOCC2)nc(N2CCN(C(=O)[C@H](CCCN=C(N)N)n3cc(C(N)[C@@H](C)CC)nn3)CC2)n1 (some centres not stated),-20%,17%,x,x,x,-9%,-16%,x,10%

# Retrieved by compound from the list above (two):
SMILES,JMJD2A Tudor,POLK inh,G9a block,BAZ2B block,Pol beta inh,APE1 inh,POLH inh,BLM helicase inh,POLI inh
COc1cccc(C(=O)N2CCCC(Nc3ccc(C)c(C)c3)C2)c1 (configuration not stated),u,-12%,22µM*,u,7%,7%,-20%,-2%,51%[activator]
CC(C)=CC(=O)NCCc1ccccc1,-9%,-13%,15%[59 µM],5%,25%,5%,-4%,5%,-18%[58.9 µM]

# (list continues)
SMILES,JMJD2A Tudor,POLK inh,G9a block,BAZ2B block,Pol beta inh,APE1 inh,POLH inh,BLM helicase inh,POLI inh
Oc1ccc(/C=N/NC(=S)N/N=C/c2ccc(O)cc2)cc1,-21%[11.4 µM],0%,u,-21%,2%,6%,-10%,12%,u
CCCCNC(=O)c1cc(C)nc2ccccc12,1%,2%,-3%,2%,3%,3%,-19%,0%,15%
Cc1ccc(-c2cc(C(=O)NCc3ccccn3)c3ccccc3n2)cc1C,u,-5%,u,-4%,-10%,-9%,0%,-3%,4%
O=C(c1ccoc1)N1CCC(CO)(CCc2ccccc2)CC1,-11%,-11%,2%,-12%,-12%,-4%,-13%,-2%,49%[activator]
Nc1ncc([N+](=O)[O-])cc1S(=O)(=O)c1ccccc1,-2%,1%,x,x,x,x,-16%,x,16%
O=C(Nc1cccc(O)c1)c1cccc(S(=O)(=O)N2CCCCCC2)c1,-10%,-11%,14%,-3%,38%,-10%,-26%,-8%,31%[activator]
CCc1c2c(nc3ccc(OC)cc13)-c1nc3ccccc3c(=O)n1C2,-12%,-25%,x,x,x,-1%,x,-14%,-13%
CN1CCN(c2nc(-c3ccccc3C(F)(F)F)nc3ccccc23)CC1,x,2%[60.1 µM],-4%[0.501 µM],x,x,0%,x,1%,x
COC(=O)c1cccc(NC(=O)CSc2nnc(COc3cccc(C)c3)n2C)c1,-14%,-10%,-12%,10%,-2%,-1%,-9%,1%,-1%
CCCN1CCN(CC(=O)Nc2nnc(C)s2)CC1,-9%,-13%,x,-29%,4%,-4%,1%,-1%,-13%
O=C(O)CCNc1nc(-c2ccccc2)c2cc(Br)ccc2n1,21%,11%,22%,14%,7%,-1%,-7%,2%,-6%
O=C(COC(=O)c1cccc(Br)c1)Nc1ccc2[nH]c(=O)[nH]c2c1,-13%,-1%,21%[0.501 µM],2%,x,-6%,6%,x,29%
COc1ccc(Cl)cc1NC(=O)C1CCCN(c2cc(C)nc3ncnn23)C1 (configuration not stated),-8%,1%,6%,-5%,25%,0%,-12%,1%,-7%[58.9 µM]
Cc1c(CC(=O)NCC(=O)O)c(=O)oc2cc3c(cc12)CCC(C)(C)O3,-19%,0%,-47%,-8%,71%,11%,-1%,1%,u
CCN(CC)S(=O)(=O)c1cc(NC(=O)c2cccc(N3C(=O)CCC3=O)c2)ccc1Cl,-20%,-12%,u,-34%,x,0%,-7%,x,18%
CN(C)S(=O)(=O)N1CCCC(C(=O)c2ccc(-c3ccccc3)c(F)c2)C1 (configuration not stated),23%,-2%,-12%,3%,0%,2%,-25%,-5%,25%
Cc1cc(C(=O)CN2CCC(C)CC2)c(C)n1-c1ccccc1F,-25%,2%,50µM*,-7%,39%,2%,-6%,5%,3%
COc1ccc(C2=NN(c3nc(C)cc(C)n3)C(=O)C2)cc1,-13%,-12%,x,4%,22%,12%,-5%,-2%,178%[activator]
COc1ccc(OC)c(CN2C(=O)CCC2(C)C(=O)NC2CCCCCC2)c1 (configuration not stated),10%,-5%,3%,-21%,0%,-5%,7%,0%,47%[activator]
COc1ccccc1CN1CCC(CNC(=O)c2cnn(-c3ccccc3Cl)c2C2CCN(C(=O)OC(C)(C)C)CC2)CC1,-11%,-11%,-8%[59 µM],-2%[57.1 µM],3%,x,-25%,0%,4%
CC(Oc1ccc(Cl)cc1Cl)C(=O)NC(Cc1ccccc1)C(=O)O (configuration not stated),-4%,u,x,x,x,x,-20%,x,-20%
CCOc1ccc(-n2nnc3c(=O)n(CC(=O)N4CCCc5ccccc54)cnc32)cc1,-12%,8%,15%,12%,15%,14%,-5%,2%,-6%
O=C(Cn1cnc2c(cnn2-c2ccc(Cl)cc2)c1=O)N1CCN(c2ccccc2)CC1,-7%,-15%,20%,-5%,-15%,17%,-20%,0%,175%[activator]
O=C(NCC(c1ccco1)N1CCN(c2ccccc2F)CC1)C(=O)NC1CCCC1 (configuration not stated),-8%,1%,21%[2.33 µM],2%,x,4%,-15%,x,-1%
COc1ccc(NC(=O)CN(C)C(=O)Cc2ccc3c(c2)OCCO3)cc1,-11%,-20%,5%,13%,x,2%,-7%,x,-1%
Fc1ccccc1CNCC1CCCO1 (configuration not stated),-18%,-12%,x,7%,-12%,13%,-1%,3%,100%[activator]
CS(=O)(=O)c1ccc(Cl)c(NC(=O)CCN2C(=O)C3CC=CCC3C2=O)c1 (configuration not stated),2%,-5%,5%[12.7 µM],-1%,x,4%,-6%,x,34%[activator]
CC(C)(C)CC(C)(C)c1ccc(O)c(Cc2ccc(Cl)cc2Cl)c1,-17%,u,-34%[2.33 µM],x,x,-6%,-26%,-14%,50%
Cc1nnc(Cl)c2nn(-c3ccccc3)c(C)c12,u,1%,27%[59 µM],4%,4%,3%,-1%,3%,-2%
Cc1ncoc1C(=O)N1CCCC(C(=O)c2ccc(-c3ccccc3)c(F)c2)C1 (configuration not stated),-35%,-5%,u,u,4%,17%,-17%,-9%,15%
CCn1c(=O)cc(SCC(=O)NCc2ccco2)c2ccccc21,-16%,1%,-25%[59 µM],-37%,3%,-5%,-4%,1%,19%
COc1ccc(-c2cc(C(F)(F)F)nc(SCC(=O)N3CCOCC3)n2)cc1OC,-2%,2%,u,-23%,0%,-1%,-18%,0%,19%
Cc1cccc(NC(=O)c2c(-c3ccccc3)noc2C)n1,-11%,0%,6%,-7%,20%,-2%,-15%,-4%,184%[activator]

# Some of these compounds in order of the BAZ2B block value, ascending.
SMILES,JMJD2A Tudor,POLK inh,G9a block,BAZ2B block,Pol beta inh,APE1 inh,POLH inh,BLM helicase inh,POLI inh
Cc1cccc(NC(=O)c2c(-c3ccccc3)noc2C)n1,-11%,0%,6%,-7%,20%,-2%,-15%,-4%,184%[activator]
O=C(Cn1cnc2c(cnn2-c2ccc(Cl)cc2)c1=O)N1CCN(c2ccccc2)CC1,-7%,-15%,20%,-5%,-15%,17%,-20%,0%,175%[activator]
Cc1nnc(Cl)c2nn(-c3ccccc3)c(C)c12,u,1%,27%[59 µM],4%,4%,3%,-1%,3%,-2%

# Assay outcomes as filed in PubChem.
